From PubChem
KOR beta-arrestin-1: kappa opioid receptor blockers – cell-based, luminescence, uHTS (AID 1778) | KOR beta-arrestin recruitment, luminescence, antagonist mode; higher % means a stronger effect | one-dose inhibition, % at 10 µM; IC50 in µM for titrated hits | 0.091% of 290,000 active; note: strong numbers were not always called active
NS5 inhibitors: Dengue-2 NS5 methyltransferase inhibitors, primary screen, biochemical, confirmation dose response (AID 588689) | Dengue-2 NS5 methyltransferase capping enzyme assay, biochemical; higher % means a stronger effect | inhibition, % at 25 µM; hits with a dose series show IC50 in µM | 0.3% of 340,000 active; in the data active = a potency from the dose series; inconclusive = inhibition above about 29% without an active follow-up result
KOR beta-arrestin-2: KOR agonists, beta-arrestin recruitment, primary screen, cell-based, luminescence, uHTS (AID 1777); KOR beta-arrestin recruitment, luminescence; higher % means a stronger effect; one-dose activation, % at 10 µM; EC50 in µM for titrated hits; 0.02% of 280,000 active; in the data active = activation above about 50%, passing the limit was not always enough; note: a part of the inactive calls stands beside numbers as strong as those of hits
AID2073: inhibitors of Mint1-CaV2.2 protein interaction, biochemical, HTRF (AID 2073); HTRF protein-protein interaction, Mint1-CaV2.2; higher % means a stronger effect; inhibition, % at 20 µM, or IC50 in µM where a hit was titrated; 0.19% of 290,000 active; in the data active = inhibition mostly above about 51%, no sharp cut-off; inconclusive = no clear call, values can overlap the other calls; inactive = mostly below about 53%; note: some results filed as inactive read as strong as hits
NOD2 inhibition: NOD2 signaling inhibitors, cell-based, luminescence, uHTS, HEK293 (AID 1566). HEK293 NOD2/NF-kB luciferase reporter, luminescence; higher % means a stronger effect. inhibition, % at 4 µM, or EC50 in µM where a hit was titrated. 0.63% of 290,000 active; note: many of its hits are not listed in these tables
NOD1 NF-kB reporter: NOD1 signaling inhibitors, primary screen, cell-based, luminescence, uHTS (AID 1578); inhibition, % at 4 µM; hits with a dose series show EC50 in µM; 1% of 290,000 active; NOD1-driven NF-kB luciferase reporter cells, luminescence; higher % means a stronger effect; in the data active = inhibition mostly above about 36%, no sharp cut-off; inactive = mostly below about 34%;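 note: HEK-293T reporter cells stimulated with the NOD1 agonist gamma-tri-DAP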
HIV peptide binding: inhibitors of HIV fusion peptide binding, primary screen, biochemical, uHTS, fluorescence dequenching (AID 1986). cell-free peptide binding, fluorescence dequenching, 30 min; higher % means a stronger effect. inhibition, % at 20 µM, or IC50 in µM where a hit was titrated. 0.3% of 290,000 active; in the data active = inhibition mostly above about 52%, no sharp cut-off; inactive = mostly below about 76%; note: some results filed as inactive read as strong as hits
West Nile virus CPE: West Nile virus antiviral activity, cell-based, CPE readout (AID 1621) | West Nile virus-infected cells, CPE inhibition; higher % means a stronger effect | 0.02% of 290,000 active | CPE inhibition, % at 10 µM, or IC50 in µM where a hit was titrated; in the data active = a potency from the dose series; inconclusive = CPE inhibition mostly from about 3.7% at the one dose, without a potency; inactive = the rest, 99 in 100 with CPE inhibition below about 2.2%; note: strong numbers were not always called active
Yfh1-off respiration: enhancers of respiration in Yfh1-depleted yeast, dose response, Friedreich's ataxia, plus single-dose screen (AID 1465). S. cerevisiae Yfh1-off respiration, WST-1 reduction, 72 h; higher fold induction means a stronger effect. fold induction at 50 µM; hits with a dose series show EC50 in µM. 0.074% of 220,000 active;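 active = fold induction of absorbance versus untreated yeast above a set limit, then at least 30% activation at any dose in follow-up; inconclusive = repeats straddling the limit, or above it without dose testing; inactive = fold induction below the set limit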;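 note: activators that raise dye reduction in frataxin-depleted yeast; strong numbers were not always called active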
NS5 inhibitors pilot replicate: recorded beside NS5 inhibitors, whose call it bears; inhibition, %; measured here: pilot screen replicate inhibition
Numbers without * were called inactive; i = inactive; ? = inconclusive; nt = no result given; [ ] = remark or other dose. Cut-off read from the data, not from the text of the source, unless noted: active = inhibition above about 50%; inactive = the rest.

SMILES	KOR beta-arrestin-1	NS5 inhibitors	KOR beta-arrestin-2	AID2073	NOD2 inhibition	NOD1 NF-kB reporter	HIV peptide binding	West Nile virus CPE	Yfh1-off respiration	others
Cc1cc(OCC(=O)N(Cc2cccs2)C2CCS(=O)(=O)C2)ccc1Cl (configuration not stated)	-2%[20 µM]	0%	6.8%	2%	16%	-10%	2.3%	-1.4%	nt
Cc1cc(C(=O)N2CCC(C(=O)O)CC2)c(C(F)(F)F)o1	32%	9%	-0.9%	-4%	-6%	-4%	-0.8%	0.3%	i
CC(C)(C)NC(=O)C(c1ccc(F)cc1)N(Cc1ccco1)C(=O)c1csnn1 (configuration not stated)	-2%	-6%	5.7%	-2%	0%	-7%	2.3%	-0.4%	i
O=S(=O)(Nc1ccc2cn[nH]c2c1)c1ccc(Cl)s1	-30%	0%	1.6%	-2%	-11%	-13%	0.3%	0.0%	i
O=C(Cc1ccccc1)Nc1nccs1	-17%[20 µM]	-1%	-2.1%	6%	4%	-5%	2.2%	0.0%	nt
O=C1CCCC2=C1C(c1ccccn1)Nc1ccc(C(=O)c3ccccc3)cc1N2 (configuration not stated)	nt	-5%	-2.3%	0%	11%	-9%	1.8%	-1.0%	i
Cc1nnc(SCc2c(Cl)cccc2Cl)n(N)c1=O	7%	-11%	-4.0%	11%	11%	-19%	-0.3%	-0.9%	i
CN(C)N1C(=O)CC(N2CCCC2)C1=O (configuration not stated)	-4%	nt	nt	13%	11%	-22%	0.6%	0.9%	i
O=C(Nc1ccc(S(=O)(=O)NC2CCCC2)cc1)c1cnccn1	-42%	-2%	3.5%	-1%	15%	32%	-2.6%	-1.1%	i	NS5 inhibitors pilot replicate=1.8
Cc1cc(C)nc(Sc2ncnc(N)c2[N+](=O)[O-])n1	27%[20 µM]	-14%	-5.4%	-20%	34%	-8%	-0.2%	?	i
Cc1ccc(C)c(OCC(=O)Nc2ccc3c(c2)OCO3)c1C	-14%	-4%	-0.7%	-6%	-3%	nt	0.0%	1.2%	i
CCN1CCN(C(=S)Nc2ccc(Cl)cc2)CC1	4%	-2%	-4.3%	-55%	13%	-12%	-1.1%	-0.6%	i
CCCCNC(=O)c1onc(CSc2nc3ccccc3[nH]2)c1C(=O)NCCCC	2%[20 µM]	-11%	-2.1%	-1%	12%	-7%	0.9%	-1.4%	nt
O=C(CSc1nnc(Cc2cccs2)n1-c1ccccc1)Nc1ccc2c(c1)OCCO2	29%	-3%	-0.6%	1%	4%	-24%	-2.5%	0.9%	i
CCOc1ccc(NC(=S)N(CCN2CCOCC2)Cc2ccc3c(c2)CCCN3CC)cc1	-1%	1%	-2.7%	-15%	1%	-19%	0.6%	0.2%	i
Nc1cc(N)nc(SCCOc2ccccc2)n1	-14%	3%	3.7%	-1%	-31%	-53%	-0.4%	-0.9%	i
Cc1ccc(NC(=O)CC(=O)Nc2ccc(C)cc2)cc1	-7%	-1%	-1.3%	9%	23%	-42%	0.6%	-0.4%	i
CCOc1ccc(/C=C2\SC(=S)N(N3C(=O)C4CC4C3=O)C2=O)cc1 (configuration not stated)	-17%	3%	-3.8%	29%	-9%	0%	5.5%	-0.4%	i
COc1ccc(N2CCN(c3ncnc4c3nnn4Cc3ccccc3Cl)CC2)cc1	8%	-7%	0.6%	9%	6%	-7%	-2.0%	-0.2%	i
CCOCCc1nnc(NC(=O)c2cc(OC)c(OC)cc2[N+](=O)[O-])s1	-16%[20 µM]	-5%	-12%	-4%	23%	-21%	0.1%	-0.1%	i
COc1ccc(NC(=O)C/C(C)=N/NC(=O)c2cnccn2)cc1	4%	-3%	-2.5%	-26%	16%	-28%	-0.2%	0.1%	i
Cc1ccc(SC(C)C(=O)N2CCCC2)cc1 (configuration not stated)	7%	2%	-5.3%	2%	-2%	-11%	-1.4%	-0.3%	i
CC1CCCCC1NC(=O)CCNC(=O)N1CC(=O)Nc2ccccc21 (configuration not stated)	-9%	-4%	-2.4%	7%	18%	-17%	-0.7%	-0.1%	nt
S=C(NCc1ccc(Cl)cc1Cl)Nc1ccccc1	nt	-3%	5.1%	-6%	1%	-29%	1.6%	-0.8%	i
COc1ccc(Br)cc1/C=C1\Oc2ccccc2NC1=O	7%	2%	-6.7%	?	15%	-7%	1.4%	-1.0%	nt
CC(=O)N(C)c1ccc(NC(=O)Cc2cccs2)cc1	-4%[20 µM]	-7%	-8.4%	4%	-13%	-11%	0.6%	-0.2%	nt
C#CCNC(=O)C1=C[C@H](C2CC2)C[C@H](OCCCCO)O1	-4%	-5%	1.5%	10%	23%	-21%	-1.5%	0.4%	i
COc1cc2ccc(=O)oc2c(CC=C(C)C)c1OC	6%	0%	-1.5%	18%	19%	-5%	-3.1%	0.2%	i
Cc1ccc(-c2cc(C(=O)N/N=C/c3ccoc3)c3ccccc3n2)cc1	-19%	-5%	0.6%	5%	10%	-14%	0.9%	-0.6%	nt
CC(C)(C)OC(=O)[C@H](Cc1ccccc1)NC(=O)c1nc[nH]c1C(=O)NCc1ccccc1	-2%	-1%	-4.9%	10%	-10%	-19%	-0.2%	-0.1%	i

A stretch taken from the entries so far, for reference:
SMILES	KOR beta-arrestin-1	NS5 inhibitors	KOR beta-arrestin-2	AID2073	NOD2 inhibition	NOD1 NF-kB reporter	HIV peptide binding	West Nile virus CPE	Yfh1-off respiration	others
COc1ccc(NC(=O)C/C(C)=N/NC(=O)c2cnccn2)cc1	4%	-3%	-2.5%	-26%	16%	-28%	-0.2%	0.1%	i
Cc1ccc(SC(C)C(=O)N2CCCC2)cc1 (configuration not stated)	7%	2%	-5.3%	2%	-2%	-11%	-1.4%	-0.3%	i
CC1CCCCC1NC(=O)CCNC(=O)N1CC(=O)Nc2ccccc21 (configuration not stated)	-9%	-4%	-2.4%	7%	18%	-17%	-0.7%	-0.1%	nt

Next section:
SMILES	KOR beta-arrestin-1	NS5 inhibitors	KOR beta-arrestin-2	AID2073	NOD2 inhibition	NOD1 NF-kB reporter	HIV peptide binding	West Nile virus CPE	Yfh1-off respiration	others
O=C(N/C(=C/c1ccc(Br)cc1)C(=O)N1CCCC1)c1cccs1	19%	-5%	-2.6%	7%	4%	-34%	1.1%	-0.1%	i
CC(C)(C)C(=O)C[n+]1ccc(C(N)=O)cc1	4%	-3%	-0.9%	1%	2%	-28%	0.7%	-0.3%	i
O=C(NN=C1CCCC1)c1ccccc1OCc1ccc(Cl)cc1	-10%	1%	-4.5%	10%	-10%	-8%	-0.2%	0.2%	i
COc1ccc(NC(=O)COC(=O)C2CCC2)cc1Cl	14%	-2%	5.3%	-2%	1%	-28%	0.5%	0.1%	nt
O=C(NC(Cc1ccccc1)C(=O)N1CCN(S(=O)(=O)c2ccccc2)CC1)c1ccccc1 (configuration not stated)	-46%	-6%	5.7%	3%	10%	-22%	0.0%	-0.6%	nt
CC(C)CC(C(=O)NC1CCCCC1)N(Cc1ccccc1)C(=O)c1snc(C(N)=O)c1N (configuration not stated)	-8%	4%	-2.4%	2%	3%	20%	0.0%	-0.9%	nt
Cc1cccc(NC(=O)C2CCCN(C(=O)Nc3ccc(F)cc3)C2)c1C (configuration not stated)	32%	-4%	-2.1%	-1%	5%	-7%	0.9%	-1.4%	nt
Cc1c(NC(=O)CSc2nccn2C)c(=O)n(-c2ccccc2)n1C	-38%	6%	-1.3%	8%	6%	6%	-1.3%	0.2%	i
COc1ccccc1CNCc1cccs1	-24%	-4%	15%	50%	2%	37%	1.9%	0.0%	i
CCOc1ccccc1C(=O)Oc1cc(C)[nH]c(=O)c1[N+](=O)[O-]	-22%[20 µM]	1%	21%	-16%	18%	10%	1.1%	0.1%	nt
Cc1sc2nc(SCC(=O)NCCCO)n(-c3ccccc3)c(=O)c2c1C	-31%[20 µM]	-6%	-5.1%	4%	16%	-5%	-0.3%	-0.4%	nt
CCOc1ccc(CCNC(=O)CCN2C(=O)COc3ccccc32)cc1OCC	-27%	-4%	13%	2%	6%	-24%	0.8%	-0.2%	i
COC(=O)COc1cccc(NC(=O)c2ccc(Cl)cc2)c1	-13%[20 µM]	-8%	-5.3%	-3%	16%	-19%	0.7%	-0.3%	i
Cc1cc(C)n(-c2ccc(C(=O)NC3=NCCS3)cc2)n1	31%	-4%	-0.4%	5%	-29%	-40%	0.2%	0.0%	i
COc1ccccc1N1CCN(C(=O)Nc2ccc(F)c(Cl)c2)CC1	0%	4%	-2.3%	1%	-2%	-25%	1.1%	-0.5%	i
CC(=O)c1cccc(NC(=O)CC2CCCC2)c1	-13%	-4%	-3.1%	10%	6%	8%	3.2%	-0.5%	nt
O=C1/C(=C/c2ccncc2)SC(=S)N1C1CCCCC1	-6%	-8%	0.3%	-1%	10%	15%	1.2%	-0.5%	i
O=C(CCCc1c[nH]c2ccccc12)Nc1ccc2ccccc2c1	-17%	-3%	0.8%	1%	-13%	-34%	-1.7%	-1.1%	i
Cc1ccc(-c2cc(C(=O)N3CCN(c4ncccn4)CC3)c3ccccc3n2)cc1	-19%	-3%	-0.8%	-2%	-31%	-14%	0.2%	0.6%	i
CCc1ccccc1OCCCCN1CCCC1	15%	-8%	-5.3%	-9%	-15%	-17%	5.0%	nt	nt
O=C(CCCN=C1NS(=O)(=O)c2ccccc21)OCC(=O)c1ccc(Br)cc1	17%	-1%	-1.6%	-9%	11%	-30%	0.1%	0.1%	nt
Cn1c(=O)c(=O)n(C)c2cc(S(=O)(=O)CCC(=O)Nc3c(F)c(F)c(F)c(F)c3F)ccc21	-45%	-8%	3.9%	8%	12%	12%	1.6%	0.1%	nt
CC1(C)C(=O)C2(CCCCC2)C(=O)OC1c1ccc(O)cc1 (configuration not stated)	9%	6%	1.1%	-1%	-2%	-10%	-1.9%	0.2%	i
COc1cccc(N2CCN(C(=O)CN3C(=O)NC4(CCCC4)C3=O)CC2)c1	3%	0%	6.5%	4%	7%	0%	-2.8%	0.4%	nt
COC(=O)c1nnn(-c2cc(Cl)cc(Cl)c2)c1C(=O)OC	2%	5%	nt	-4%	20%	5%	-1.6%	0.4%	i
O=C(NNC(=S)NC1CCCCC1)c1cccc(S(=O)(=O)Nc2ccccc2Cl)c1	3%	7%	-1.3%	-11%	6%	-22%	35%	0.2%	i
Cc1cccc(N2CCN(C(=O)c3cc4ccccc4oc3=O)CC2)c1C	16%	-4%	0.0%	0%	6%	-16%	1.7%	0.1%	i
CCCCNC(=O)CCn1nc(-c2ccc(Cl)cc2)ccc1=O	6%	-8%	-1.7%	7%	0%	-8%	-0.9%	0.6%	nt
CC1=C(C#N)C(/C=N/OCc2ccc(Cl)cc2)CC(=O)N1 (configuration not stated)	15%	-5%	-7.2%	7%	-7%	-40%	0.9%	0.7%	i
O=C(/C=C/c1ccco1)NC(=S)Nc1nc(-c2ccc3ccccc3c2)cs1	-10%	5%	0.5%	18%	3%	-20%	32%	-0.6%	i
CCSc1nnc(NC(=O)COc2ccc3ccccc3c2)s1	-5%	11%	3.5%	10%	12%	10%	-2.0%	0.0%	i
CC(=O)N=c1c(C#N)cc2c(=O)n3ccccc3nc2n1Cc1ccccc1	-33%	-6%	2.2%	-1%	5%	-8%	3.5%	-0.2%	i
CCCCN(CCCC)CC(O)COc1ccccc1C(=O)Nc1ccccc1 (configuration not stated)	-28%[20 µM]	-2%	0.2%	0%	7%	-26%	0.5%	-1.2%	i

Only part of the results is shown; count on the stated rates, not on these rows.
